Source: PubChem BioAssay (several laboratories)
OX1R antag-1: antagonists of human orexin 1 receptor (OX1R); OX1R-expressing cells, FRET antagonist read-out; 330,000 compounds, 1.8% hits; inhibition, % at 6.6 µM; AID 485270; in the data active means inhibition mostly above about 38%, no sharp cut-off; inactive means mostly below about 40%;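 further: 0% = agonist challenge alone and 100% = reference antagonist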
Target sequence (O43613 whole entry, looked up): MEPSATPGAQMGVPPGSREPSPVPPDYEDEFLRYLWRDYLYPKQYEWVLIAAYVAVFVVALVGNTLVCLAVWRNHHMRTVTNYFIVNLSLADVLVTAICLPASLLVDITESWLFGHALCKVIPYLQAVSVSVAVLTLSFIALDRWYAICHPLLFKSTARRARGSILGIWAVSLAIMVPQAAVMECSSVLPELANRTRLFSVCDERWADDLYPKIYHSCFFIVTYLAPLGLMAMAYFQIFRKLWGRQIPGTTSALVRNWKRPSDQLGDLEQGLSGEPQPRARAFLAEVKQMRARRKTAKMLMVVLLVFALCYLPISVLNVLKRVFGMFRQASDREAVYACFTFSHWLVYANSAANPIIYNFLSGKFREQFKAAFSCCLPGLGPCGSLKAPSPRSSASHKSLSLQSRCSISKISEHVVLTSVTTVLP
STK33 inh: human STK33 kinase inhibition. purified STK33, MBP phosphorylation, ADP-Glo luminescence. AID 2661. 320,000 compounds, 0.073% hits. Q9BYT3. inhibition, % at 10 µM;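 active means inhibition at or above 25%, using the most active replicate where run in duplicate; inactive means inhibition below 25%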
Target sequence (Q9BYT3 whole entry, looked up): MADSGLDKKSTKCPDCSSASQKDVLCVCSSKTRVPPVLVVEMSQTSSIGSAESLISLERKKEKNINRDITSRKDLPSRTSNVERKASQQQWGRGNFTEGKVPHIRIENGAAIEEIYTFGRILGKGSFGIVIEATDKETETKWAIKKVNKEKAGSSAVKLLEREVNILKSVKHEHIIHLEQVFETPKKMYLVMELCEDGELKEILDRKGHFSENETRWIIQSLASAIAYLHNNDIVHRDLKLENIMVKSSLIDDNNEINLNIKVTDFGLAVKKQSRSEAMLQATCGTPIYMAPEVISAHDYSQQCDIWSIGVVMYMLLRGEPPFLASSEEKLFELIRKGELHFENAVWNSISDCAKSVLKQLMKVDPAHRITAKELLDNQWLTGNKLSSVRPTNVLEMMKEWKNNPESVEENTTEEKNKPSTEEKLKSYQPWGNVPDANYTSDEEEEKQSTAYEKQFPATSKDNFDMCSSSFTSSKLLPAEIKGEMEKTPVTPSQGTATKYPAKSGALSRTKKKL
OX1R antag-2: blocks the human orexin 1 receptor; 330,000 compounds, 0.43% hits; CHO/OX1R cells, Fluo-8 calcium fluorescence, orexin A; O43613; AID 434989; inhibition, % at 5 µM;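 active means inhibition above its plate's threshold, mean inhibition of all tested compounds on the plate plus 3 SD, cut at about 37% in these data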;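 further: 0% = orexin A challenge wells and 100% = SB-334867-A antagonist wells; not every result past the cut was called active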
* = called active by the depositor; nt = not tested or not shown. Rows were taken by chance, and some 2.2% of all compounds hit somewhere here.

SMILES	OX1R antag-1	STK33 inh	OX1R antag-2
CC(NC(=O)CCc1nc2cc(S(=O)(=O)N3CCOCC3)ccc2n1C)c1ccc(S(N)(=O)=O)cc1 (configuration not stated)	0.6	-1.7	-12.4
Cn1c(=O)n(C)c2cc(NC(=O)COc3ccc(Cl)cc3)ccc21	16.8	0.2	-6.1
C=CCNC(=O)/C(C#N)=C/c1ccccc1[N+](=O)[O-]	15.9	0.6	-2.8
CCC(Sc1nc2ncccc2[nH]1)C(=O)N1CCOCC1 (configuration not stated)	-7.0	-0.6	-10.6
CC(O)CNc1cnccn1 (configuration not stated)	2.2	-0.9	-6.8
O=C(CN1CCCC1)Nc1ccccc1Cl	13.6	-1.5	-18.8
CN1CCN(C(=O)CNC(=O)Cc2ccc(Cl)cc2)CC1	2.8	-0.8	-21.7
O=C(c1cccc(S(=O)(=O)N2CCCC2)c1)N1CCN(c2ncccn2)CC1	0.6	-2.0	-12.5
CN(C1CCCCC1)S(=O)(=O)c1ccc(C(=O)Nc2sc3c(c2C(N)=O)CC(C)(C)NC3(C)C)cc1	21.9	-1.5	8.5
Cc1cc(Cl)c(S(=O)(=O)N2CCN(c3ccccc3)CC2)cc1OCC(N)=O	14.0	-1.4	-17.0
NC(=O)c1ccc(-c2csnn2)cc1	8.0	-0.1	-10.9
COc1cccc(NC2=Nc3cccc4cccc2c34)c1	72.3*	0.7	-19.6
CCN(CC)C(=O)c1sc2nc(-c3ccccn3)[nH]c(=O)c2c1C	14.7	0.5	-21.4
COC(=O)c1ccccc1S(=O)(=O)N1CCC(C(=O)OC(C)C(=O)Nc2ccc(NC(C)=O)cc2)CC1 (configuration not stated)	9.2	-1.4	-8.6
COc1ccc(CNC(=O)c2ccc[nH]2)cc1Cl	21.7	-0.3	-9.9
O=C(CSc1nc(COc2ccccc2)nc2ccccc12)NC1CCCC1	30.6	-0.9	-15.5
CCOC(=O)NNC(=S)Nc1c(C)n(C)n(-c2ccccc2)c1=O	14.3	-1.0	-0.9
COC(=O)c1cccc(C23CC4(C2)[C@H](CN(C)[C@@H]4c2ccccc2)C3c2ccc(C(F)(F)F)cc2)c1 (some centres not stated)	22.6	-1.9	-29.9
Cc1cc(/C=N/Nc2ccc([N+](=O)[O-])cn2)c(C)n1-c1ccc(C(=O)O)cc1	21.9	1.4	-12.9
Cc1ccc(C(=O)CSc2nnc(-c3ccccc3)n2-c2ccccc2)o1	11.9	-1.4	-12.6
CC1CCN(S(=O)(=O)c2cccc(S(=O)(=O)N3CCCC3)c2)CC1	8.5	-0.7	-6.8
CN(C)CCCNC(=O)C[C@H]1C[C@H](C(=O)N2CCOCC2)[C@@]2(C)c3[nH]c4cc(CCC(=O)N(C)C)ccc4c3CCN2C1=O	10.2	nt	2.9
O=[N+]([O-])c1ccc(N2CCN(c3ccc([N+](=O)[O-])cc3CO)CC2)c(CO)c1	16.4	-0.3	14.1
O=C(O)c1ccc(-c2ccccc2Cl)o1	24.2	0.8	-8.0
COC(=O)c1cccc(C#CC(NP(=O)(c2ccccc2)c2ccccc2)c2ccccc2)c1 (configuration not stated)	19.5	1.1	-28.0

OX1R antag-1: what is marked active above.
SMILES	OX1R antag-1	STK33 inh	OX1R antag-2
COc1cccc(NC2=Nc3cccc4cccc2c34)c1	72.3*	0.7	-19.6

Later entries:
SMILES	OX1R antag-1	STK33 inh	OX1R antag-2
Cc1cc(C(C)(C)C)oc1C(=O)N(CC(=O)NC1CCCC1)c1ccc(F)cc1	54.5*	-2.6	0.4
CC(CNc1nc2ccccc2n2cnnc12)c1ccccc1 (configuration not stated)	3.2	0.6	-18.7
COc1ccc(CCNS(=O)(=O)CCNC(=O)c2ccccc2)cc1	2.0	-0.5	-26.7
O=C(CSc1nnc(NC(=O)c2ccc3c(c2)OCO3)s1)NCc1ccco1	14.6	-0.2	-9.2
Cc1ccc(NC(=O)CCc2c(C)nn(-c3ccc(N4CCCCC4)nn3)c2C)cc1	10.3	-0.7	-28.0
COc1ccc(S(=O)(=O)N(C)C[C@H]2Oc3c(NC(=O)Nc4c(C)noc4C)cccc3C(=O)N([C@@H](C)CO)C[C@H]2C)cc1	6.1	-0.9	-0.7
Cc1ccccc1C(=O)NNC(=S)NC(=O)c1ccccc1	-0.8	0.7	24.2
COc1ccccc1C(=O)NCc1nnc(SCC(=O)Nc2nccs2)n1C	10.0	-0.7	-24.9
Cc1[nH]n(-c2ccccc2)c(=O)c1C(=O)c1ccc([N+](=O)[O-])cc1	61.4	-1.2	-4.8
CC(C)c1ccccc1NC(=O)CCc1nc2ccccc2s1	3.0	-1.4	-18.1
CSCC[C@H](NS(=O)(=O)c1ccc(C)cc1)C(=O)N1CCC(C(=O)N[C@H](C(=O)O)c2ccccc2)CC1	11.7	0.2	-4.5
CC(=O)NN(O)C1N(C)C(=O)N(Cc2ccccc2)C1(C)C (configuration not stated)	15.7	-0.9	-0.6
COCc1nnc(NC(=O)c2ccco2)s1	2.1	-1.5	-3.0
O=C(NC1Cc2ccccc2C1)c1cc(COc2cccc(C(F)(F)F)c2)on1	3.7	nt	-1.1
COc1cc(OC)cc(-c2nc3ccccc3c(=O)n2OC(=O)c2ccc(Br)cc2)c1	10.5	0.3	-2.1
C=CCN1C(=O)OC2(CCCCC2)C1(C)O (configuration not stated)	12.1	-0.7	2.7
CCOC(=O)C1CCN(c2c(NCCCN(CC)Cc3ccccc3)c(=O)c2=O)CC1	-2.6	0.2	-5.2
O=C(CSc1nc2ccccc2n1S(=O)(=O)c1cccc([N+](=O)[O-])c1)NCCc1ccccc1	53.3	0.7	-17.7
Cc1nnc2c(N(C)S(=O)(=O)c3ccccc3)nc3ccccc3n12	12.2	-0.9	-14.3
Cc1nn(-c2ccccc2)c2sc(C(=O)OCN3C(=O)c4ccccc4C3=O)cc12	5.7	-2.0	-23.9
CCCCc1ccc(/C=C2\C(=O)ON=C2c2ccccc2)s1	22.3	0.0	-10.3
CCOc1ccc(C(F)(F)F)cc1NC(=O)c1ccc(OC)c([N+](=O)[O-])c1	7.2	0.1	-23.7
CC(=O)Nc1ccc(NC(=O)CSCCc2ccccn2)cc1	7.3	0.2	6.2
CC(=O)N1CCN=C1SCc1cccc(C)c1	10.5	0.6	-15.5
COc1ccc(/C=N/OCC(=O)N=Nc2c(O)[nH]c3ccc(Br)cc23)cc1	16.6	-0.9	-8.8

Three entries already listed, ordered by the number in OX1R antag-2, high to low.
SMILES	OX1R antag-1	STK33 inh	OX1R antag-2
COc1ccc(S(=O)(=O)N(C)C[C@H]2Oc3c(NC(=O)Nc4c(C)noc4C)cccc3C(=O)N([C@@H](C)CO)C[C@H]2C)cc1	6.1	-0.9	-0.7
O=C(NC1Cc2ccccc2C1)c1cc(COc2cccc(C(F)(F)F)c2)on1	3.7	nt	-1.1
CCOc1ccc(C(F)(F)F)cc1NC(=O)c1ccc(OC)c([N+](=O)[O-])c1	7.2	0.1	-23.7

More results
SMILES	OX1R antag-1	STK33 inh	OX1R antag-2
O=C(O)c1ccccc1-c1ccccc1C(=O)NCc1cccnc1	8.2	-1.4	-9.1
c1cnc2c(C3NCCc4c3[nH]c3ccccc43)cccc2c1 (configuration not stated)	14.1	0.4	-21.7
O=C(Cc1ccccc1)N/N=C/C=C/c1cccc([N+](=O)[O-])c1	34.6	-1.1	-5.3
CCNC(=O)CC1C(=O)N(CC)C(=S)N1NC(=O)c1ccccc1 (configuration not stated)	0.5	-1.0	-10.0
CCOC(=O)CC(=O)CSc1[nH]c(=O)cc(C)c1C#N	14.6	-1.0	-11.0
Cc1c(Cl)cccc1NC(=O)CCCn1cnc([N+](=O)[O-])n1	16.7	nt	-6.0
CC(NC(=O)c1ccccc1NC(=O)c1ccco1)C(=O)O (configuration not stated)	2.7	-0.1	-11.2
O=C(COc1ccccc1)NC1CCSC1=O (configuration not stated)	6.7	0.5	-9.0
CC(NC(=O)c1c(Cl)cnn1C)C1CCCO1 (configuration not stated)	3.2	1.1	-13.1
Nc1ccccc1OCP(=O)(c1ccccc1)c1ccccc1	10.9	0.3	-8.5
COc1cc(C)nc(-c2csc(C)n2)n1	9.8	-1.8	-13.4
CC(=O)Nc1ccc(S(=O)(=O)N2C3CCCC2CC(NC(=O)C2CCCCC2)C3)cc1 (configuration not stated)	5.0	nt	-20.3
Nc1c(Br)cc(Br)c(N2CCCC2=O)c1Br	20.1	-2.0	-14.5
O=C(CSc1nnc(-c2ccncc2)o1)NCc1ccccc1Cl	5.1	-0.9	7.2
Cc1cc(C)c(NC(=O)c2cccc3c2C(=O)N(C2CCCCC2)C3)c(C)c1	1.7	0.3	-33.4
Cc1nc2c(cc1NC(=O)c1ccccc1)nc(C)n2Cc1ccccc1	18.0	0.4	-6.2
CC(=O)c1ccc(OC(=O)c2nc(-c3ccccc3)oc2C)cc1	12.9	0.6	-8.6
c1ccc(Oc2nc(-c3cccnc3)nc3ccccc23)cc1	-2.7	-0.3	-40.7
O=C(NC1CCCCC1)C(c1cccs1)N(C(=O)Cc1c[nH]c2ccccc12)c1ccc(F)cc1 (configuration not stated)	23.3	-0.7	-20.1
CC(=O)NCCCc1nc2ccccc2n1Cc1ccccc1C	9.9	-0.9	-21.6
CC(=O)Nc1ccc(Oc2ccccc2)cc1	15.7	-0.1	-4.3
CCCn1c(SCC(=O)NCc2ccc(Cl)cc2)n[nH]c1=O	26.7	-1.8	-9.7
COc1cc(CC(NC(C)=O)C(=O)NC2CCN(c3c(Cc4ccccc4)c(C)nc4ncnn34)CC2)cc(OC)c1 (configuration not stated)	18.6	-1.6	-0.8
O=C(Nc1oc2ccccc2c(=O)c1-c1ccc(Br)cc1)c1ccco1	17.6	-0.6	-11.9
CCn1c2c(c(=N)c3c1CCC3)CCCC2	7.2	-0.6	-16.1

2 entries from above, reformatted:
| Molecule | OX1R antag-1 | STK33 inh | OX1R antag-2 |
| --- | --- | --- | --- |
| CC(=O)NCCCc1nc2ccccc2n1Cc1ccccc1C | 9.9 | -0.9 | -21.6 |
| CC(=O)Nc1ccc(Oc2ccccc2)cc1 | 15.7 | -0.1 | -4.3 |

The results go on:
SMILES	OX1R antag-1	STK33 inh	OX1R antag-2
COc1ccc(C(=O)COC(=O)[C@@H](NS(=O)(=O)c2ccccc2)C(C)C)cc1	8.6	0.7	-12.1
O=C(CCN1C(=O)C2C3C=CC(C4CC34)C2C1=O)Oc1ccccc1 (configuration not stated)	9.5	-0.9	-23.2
COc1ccc(/C=N/NC(=O)C2c3ccccc3-c3ccccc32)cc1	22.3	1.2	-15.1
CCC1CCCCN1CCCNC(=O)c1ccc2c(=O)n(Cc3ccc(OC)cc3)c(=O)[nH]c2c1 (configuration not stated)	19.3	-0.1	-16.9
N/C(=N\OC(=O)c1ccco1)c1cccnc1	12.3	2.0	0.5
Cc1c(NC(=S)NC(=O)CCc2ccccc2)c(=O)n(-c2ccccc2)n1C	9.2	-2.6	-16.9
COc1ccc(-c2cn3c(C)c(C(=O)N4CCc5ccccc5C4)sc3n2)cc1	24.0	-0.5	-37.3
CCOC(=O)C1=C(COC(=O)C(C)(C)Oc2ccc(Cl)cc2)NC(=O)NC1C (configuration not stated)	10.1	-0.3	-7.5
CC(C)c1ccc(CSc2ccc(S(=O)(=O)N3CCOCC3)cn2)cc1	5.2	-1.7	-26.7
CC(=O)Nc1ccc(NC(C)=O)c(NC2OCC(O)C(O)C2O)c1 (configuration not stated)	22.0	-1.8	6.1
CCN(CC)S(=O)(=O)c1ccc(N2CCN(S(=O)(=O)c3ccc4c(c3)OCCO4)CC2)nc1	6.7	-2.0	-16.8
Cc1noc(C)c1S(=O)(=O)N1CCC(C(=O)N2CCN(C(=O)c3ccco3)CC2)CC1	7.5	-1.2	-16.3
O=C(COC(=O)c1ccccn1)NCc1ccccc1Cl	13.5	-1.2	9.4
COc1ccc2nc(NC(=O)CC3Oc4ccccc4NC3=O)sc2c1 (configuration not stated)	14.1	-0.1	-16.9
CCN(CC(=O)Nc1ccccc1C(F)(F)F)C(=O)c1cccc(N2C(=O)CCC2=O)c1	1.4	0.0	-12.8
O=S(=O)(N/N=C\c1c(F)cccc1Cl)c1ccc(Cl)cc1	11.2	-1.1	-2.6
CCn1ncc(/C=N\NC(=O)COc2cc(C)cc(C)c2)c1C	18.3	-1.1	-4.7
O=C1CCC(C(=O)Nc2ccccc2N2CCCC2)=NN1	8.0	0.7	-17.5
c1ccc(CN2OCC3Cn4c(nc5ccccc54)C32)cc1 (configuration not stated)	18.2	-2.1	-5.1
O=C(O)CSc1nnc(CNc2ccc(F)cc2)n1-c1ccccc1	6.7	-0.8	-9.1
O=C(CN1C(=O)NC(Cc2c[nH]c3ccccc23)C1=O)NC1CC1 (configuration not stated)	8.4	-0.2	-6.2
COc1cc(CNCCC2CCOC(C)(C)C2)ccc1O (configuration not stated)	24.4	-0.5	-5.9
Cc1cccc(/C(N)=N/OC(=O)c2ccc3c(c2)OCO3)c1	-0.1	31.6*	-6.2
CCCNC(=O)C1CCN(S(=O)(=O)c2c(C)noc2/C=C\c2ccc(OC)cc2)CC1	7.5	0.4	-11.0
CCOCCCNC(=O)CN1CCN(S(=O)(=O)c2ccc3c(c2)CCC3)CC1	-4.5	-0.6	-7.0
CC(=O)N1c2ccc(S(=O)(=O)NCCC(=O)NC3CCC(C)CC3)cc2CC1C (configuration not stated)	11.8	-1.0	-31.8
Fc1cc(F)c(C2SCCN2C(=S)Nc2cccc(C(F)(F)F)c2)c(F)c1 (configuration not stated)	-3.9	-1.2	-0.1
O=C(NCc1cccnc1)c1cccc(OC2CCN(Cc3ccc(CO)o3)CC2)c1	12.8	5.0	2.9
CC1(C)Oc2nc3ccccc3n2/C1=C\C#N	4.0	0.1	-4.9

Full records, looked up by structure. Values in the order: OX1R antag-1	STK33 inh	OX1R antag-2
Record of `COc1cccc(NC2=Nc3cccc4cccc2c34)c1` → 72.3*	0.7	-19.6
Record of `CC(NC(=O)c1ccccc1NC(=O)c1ccco1)C(=O)O` (configuration not stated) → 2.7	-0.1	-11.2
